Bioassay records from PubChem BioAssay.
CHRM4 agonist – CHRM4 agonism in calcium assay. CHO-K1 hM4/Gqi5, Fluo-8 calcium fluorescence; vehicle 0%, full acetylcholine response 100%. AID 624127. P08173. actives 0.14% (n = 360,000). activation, % at 3 µM;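 active = activation above the run mean over all test wells plus 3 SD, cut at about 32% in these data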;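 also: peak over basal fluorescence ratio per well then scaled between controls; 0% = DMSO wells and 100% = acetylcholine at EC100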
CHRM5 agonist – agonists of human muscarinic M5 receptor (CHRM5); P08912; CHO-K1 hM5 cells, Fluo-8 calcium fluorescence; 0% DMSO wells, 100% maximal acetylcholine response; activation, % at 3 µM; actives 0.19% (n = 360,000); AID 624037;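 active = activation above the run's mean over test compounds plus 3 SD, cut at about 23% in these data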;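 also: signal is peak over basal fluorescence ratio across the kinetic read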
M5 PAM – positive allosteric modulators of human muscarinic M5 receptor. AID 624038. P08912. actives 0.3% (n = 360,000). activation, % at 3 µM. CHO-K1 hM5, Fluo-8 calcium, ACh EC20 PAM; 0% = ACh EC20, 100% = ACh EC100;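 active = activation above the run cutoff, the mean activation of all test compounds plus 3 SD, cut at about 18% in these data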
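Replicates: One well per compound, no replicates | System: Human M5 receptor in CHO-K1 cells | Benchmarks: Low control EC20 acetylcholine (0%), high control EC100 acetylcholine (100%) | Probe or stimulus: Acetylcholine, EC20 level | Times: Fluo-8 loading 80 min at 37 °C plus 30 min room temperature | Signal: Intracellular calcium via Fluo-8 fluorescence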
M5 antag – antagonists of human muscarinic M5 receptor (CHRM5); P08912; CHO-hM5 cells, Fluo-8 calcium fluorescence, ACh EC80; inhibition, % at 3 µM; actives 0.59% (n = 360,000); AID 624040;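 active = inhibition above a per-plate cutoff, the mean of that plate's test compounds plus 3 SD, cut at about 27% in these data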;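 also: 0% = acetylcholine EC80 with DMSO and 100% = DMSO without agonist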
CHRM4 antagonist – antagonists of human muscarinic M4 receptor (CHRM4); actives 0.73% (n = 360,000); P08173; inhibition, % at 3 µM; CHO-hM4 cells, ACh EC80, Fluo-8 calcium fluorescence;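 active = inhibition above its plate's cutoff, the mean inhibition of sample wells plus 3 SD, cut at about 27% in these data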;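 also: 0% = acetylcholine EC80 with DMSO and 100% = DMSO without agonist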
M1 ag – agonists of human M1 muscarinic receptor | AID 588814 | CHO-K1 hM1, Fluo-8 calcium fluorescence, agonist mode; 0% DMSO, 100% acetylcholine EC100 | activation, % at 3 µM | actives 0.33% (n = 360,000) | P11229;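 active = activation above the run's mean compound activation plus 3 SD, cut at about 16% in these data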;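 also: peak over basal fluorescence ratio within a 140 s kinetic read after compound addition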
Target sequence (P11229 whole entry, looked up): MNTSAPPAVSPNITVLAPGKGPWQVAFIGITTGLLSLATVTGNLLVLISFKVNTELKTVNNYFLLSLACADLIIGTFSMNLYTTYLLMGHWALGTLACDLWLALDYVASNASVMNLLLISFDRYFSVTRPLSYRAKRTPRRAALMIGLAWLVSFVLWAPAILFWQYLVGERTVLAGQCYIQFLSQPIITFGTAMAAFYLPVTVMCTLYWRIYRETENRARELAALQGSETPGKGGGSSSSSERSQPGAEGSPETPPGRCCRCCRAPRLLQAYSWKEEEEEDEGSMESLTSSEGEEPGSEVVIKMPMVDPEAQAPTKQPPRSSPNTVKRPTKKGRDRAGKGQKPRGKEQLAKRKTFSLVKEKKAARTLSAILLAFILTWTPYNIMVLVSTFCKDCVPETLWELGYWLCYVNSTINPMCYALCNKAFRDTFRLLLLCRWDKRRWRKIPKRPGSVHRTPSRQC
TAAR1 agonist – human TAAR1 agonism; actives 0.99% (n = 360,000); activation, % at 3 µM; CHO RD-HGA16 TAAR1, Fluo-8 calcium fluorescence; vehicle wells 0%, saturating PEA agonist 100%; Q96RJ0;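 active = activation above the mean activation of all test compounds in the run plus 3 SD, cut at about 38% in these data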
Target sequence (Q96RJ0 whole entry, looked up): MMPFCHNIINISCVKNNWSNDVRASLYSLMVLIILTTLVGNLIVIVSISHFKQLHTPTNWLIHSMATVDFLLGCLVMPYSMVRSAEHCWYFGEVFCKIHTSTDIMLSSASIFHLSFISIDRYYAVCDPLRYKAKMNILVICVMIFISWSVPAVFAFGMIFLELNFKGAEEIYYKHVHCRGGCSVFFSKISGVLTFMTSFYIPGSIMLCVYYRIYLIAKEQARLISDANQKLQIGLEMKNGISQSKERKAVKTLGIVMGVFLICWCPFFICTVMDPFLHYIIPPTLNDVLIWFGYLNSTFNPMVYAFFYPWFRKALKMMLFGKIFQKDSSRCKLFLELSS
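Assay system: CHO-derived RD-HGA16 cells with stable Gα16 and human TAAR1; timing: 17-24 h seeding, 75 min 37 °C dye, 30 min RT; read-out: % activation from peak over basal fluorescence ratio, DMSO-to-PEA scaled; measured by: kinetic Fluo-8 calcium fluorescence; benchmarks: low control DMSO, high control PEA (EC100); doses: 3 µM single concentration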
M1 antag – human CHRM1 antagonism | inhibition, % at 3 µM | P11229 | CHO-K1 hM1, Fluo-8 calcium fluorescence, ACh EC80 antagonist | AID 588852 | actives 1.3% (n = 360,000);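 active = percent inhibition above its own plate's cutoff, namely the mean of that plate's compound wells plus 3 SD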;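 also: peak over basal fluorescence ratio during 140 s after agonist addition; 0% = ACh EC80 plus DMSO and 100% = DMSO alone without agonist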
M1 PAM – human CHRM1 positive allosteric modulation; CHO-K1 hM1, Fluo-8 calcium fluorescence, ACh EC20; 0% = ACh EC20, 100% = maximal ACh; actives 0.088% (n = 360,000); AID 588819; activation, % at 3 µM; P11229; in the data active = activation above about 19%, passing the limit was not always enough
Active calls of the source: *.

How did COP(=O)(OC)c1nc(-c2ccc(C)cc2)oc1N1CCCCC1 do in these assays?
CHRM4 agonist: 0; CHRM5 agonist: -5; M5 PAM: -2; M5 antag: 5; CHRM4 antagonist: -6; M1 ag: -6; TAAR1 agonist: -2; M1 antag: -15; M1 PAM: 6

What do the screens show for `CC1(c2ccccc2)CC(c2ccccc2)=C(C#N)C(=O)N1` (stereo unspecified)?
CHRM4 agonist: 0; CHRM5 agonist: -5; M5 PAM: 4; M5 antag: -2; CHRM4 antagonist: -14; M1 ag: -4; TAAR1 agonist: 4; M1 antag: -18; M1 PAM: 9

How did C/C=C(\C)CN1CCC(n2nccc2NC(=O)c2ccc(OC)cc2)CC1 do in these assays?
CHRM4 agonist: 1; CHRM5 agonist: -5; M5 PAM: -7; M5 antag: -1; CHRM4 antagonist: 6; M1 ag: -6; TAAR1 agonist: 1; M1 antag: -3; M1 PAM: 4

Results for CC1=C(C#N)C(NC(=O)c2ccc(Cl)cc2)(C(F)(F)F)C(=O)N1 (stereo unspecified) ?
CHRM4 agonist: 0; CHRM5 agonist: -8; M5 PAM: -2; M5 antag: 4; CHRM4 antagonist: -14; M1 ag: -11; TAAR1 agonist: 4; M1 antag: -10; M1 PAM: -3

What do the screens show for `O=C(C1CCCN1S(=O)(=O)c1cccc2cccnc12)N1CCn2c1nc1ccccc12` (stereo unspecified)?
CHRM4 agonist: 5; CHRM5 agonist: 0; M5 PAM: -4; M5 antag: 10; CHRM4 antagonist: -6; M1 ag: 13; M1 antag: -6; M1 PAM: 19

What do the screens show for `S=c1[nH]ccc2ccccc12`?
CHRM4 agonist: 1; CHRM5 agonist: 3; M5 PAM: -3; M5 antag: 0; CHRM4 antagonist: -7; M1 ag: -1; TAAR1 agonist: 0; M1 antag: -8; M1 PAM: 3

How did CCOC(=O)c1sc(NC(=O)c2ccoc2C)c(C(N)=O)c1C do in these assays?
CHRM4 agonist: 2; CHRM5 agonist: -3; M5 PAM: 8; M5 antag: -1; CHRM4 antagonist: 8; M1 ag: -6; TAAR1 agonist: 4; M1 antag: -6; M1 PAM: 6

How did COc1cc(C(=O)Nc2ccc(C(N)=O)cc2)c([N+](=O)[O-])cc1OC do in these assays?
CHRM4 agonist: 1; CHRM5 agonist: -2; M5 PAM: 2; M5 antag: -9; CHRM4 antagonist: 1; M1 ag: -3; TAAR1 agonist: 5; M1 antag: 11; M1 PAM: -3

How did CNC(=O)NNC(=O)c1csc(Cc2c(Cl)sc3ccc(Cl)cc23)n1 do in these assays?
CHRM4 agonist: 14; CHRM5 agonist: 2; M5 PAM: -6; M5 antag: 8; CHRM4 antagonist: 4; M1 ag: 0; TAAR1 agonist: 7; M1 antag: -4; M1 PAM: 3

What do the screens show for `O=C1c2cccnc2C(=O)N1Cc1ccc(S(=O)(=O)NCc2ccco2)cc1`?
CHRM4 agonist: 0; CHRM5 agonist: 0; M5 PAM: 4; M5 antag: -2; CHRM4 antagonist: 6; M1 ag: 2; TAAR1 agonist: 3; M1 antag: -4; M1 PAM: 5

How did O=C(NNC(=S)NCC1CCCO1)c1cc(Br)ccc1Cl (stereo unspecified) do in these assays?
CHRM4 agonist: 1; CHRM5 agonist: 2; M5 PAM: 9; M5 antag: -16; CHRM4 antagonist: 0; M1 ag: 0; TAAR1 agonist: 2; M1 antag: -4; M1 PAM: 4

What do the screens show for `Cc1nonc1NC(=O)OC1CCCCC1`?
CHRM4 agonist: 0; CHRM5 agonist: -2; M5 PAM: 4; M5 antag: -6; CHRM4 antagonist: 0; M1 ag: -5; TAAR1 agonist: 3; M1 antag: -1; M1 PAM: 2

What do the screens show for `COc1ccc(C(=O)c2c[nH]c(C(=O)NCc3cccs3)c2)cc1`?
CHRM4 agonist: 2; CHRM5 agonist: 1; M5 PAM: 0; M5 antag: 6; CHRM4 antagonist: 3; M1 ag: -1; TAAR1 agonist: 4; M1 antag: 3; M1 PAM: -1

What do the screens show for `Cc1cc(C)c(NC(=O)COC(=O)Cc2ccsc2)c(C)c1`?
CHRM4 agonist: 0; CHRM5 agonist: -3; M5 PAM: -3; M5 antag: -7; CHRM4 antagonist: -4; M1 ag: -6; TAAR1 agonist: 2; M1 antag: -7; M1 PAM: 12

Results for CC(=O)c1ccc(OCc2cc(C(=O)NCCn3nc(C)cc3C)no2)cc1 ?
CHRM4 agonist: 5; CHRM5 agonist: 0; M5 PAM: -4; M5 antag: 5; CHRM4 antagonist: -17; M1 ag: 1; TAAR1 agonist: 3; M1 antag: -8; M1 PAM: 1

What do the screens show for `CSc1ccccc1NC(=O)CN(C)Cc1cc(=O)n2ccsc2n1`?
CHRM4 agonist: 0; CHRM5 agonist: -2; M5 PAM: -1; M5 antag: 6; CHRM4 antagonist: 4; M1 ag: -7; TAAR1 agonist: 0; M1 antag: 20; M1 PAM: -7

Results for COc1ccc(NC(=O)CN(C)S(=O)(=O)c2ccc3c(c2)OCCO3)c2ncccc12 ?
CHRM4 agonist: 1; CHRM5 agonist: -3; M5 PAM: -2; M5 antag: 4; CHRM4 antagonist: 4; M1 ag: -3; TAAR1 agonist: 9; M1 antag: -3; M1 PAM: 3

How did Cc1nn(CCC(=O)O)c(C)c1C do in these assays?
CHRM4 agonist: 2; CHRM5 agonist: 2; M5 PAM: 3; M5 antag: 1; CHRM4 antagonist: -8; M1 ag: -2; TAAR1 agonist: 23; M1 antag: 13; M1 PAM: 12

How did Cc1c(N2C(=O)/C(=C/C3CC=CCC3)SC2=S)c(=O)n(-c2ccccc2)n1C (stereo unspecified) do in these assays?
CHRM4 agonist: 2; CHRM5 agonist: -18; M5 PAM: -10; M5 antag: 9; CHRM4 antagonist: 0; M1 ag: -9; TAAR1 agonist: -1; M1 antag: 73*; M1 PAM: -24

How did CCN(CCCNc1ncnc2nc[nH]c12)c1cccc(C)c1 do in these assays?
CHRM4 agonist: 11; CHRM5 agonist: 7; M5 PAM: -13; M5 antag: 2; CHRM4 antagonist: -7; M1 ag: 1; TAAR1 agonist: 8; M1 antag: -3; M1 PAM: -3

How did CN(C)C(=O)CSc1nc2ccc(N3C(=O)c4ccccc4C3=O)cc2s1 do in these assays?
CHRM4 agonist: 9; CHRM5 agonist: 3; M5 PAM: 3; M5 antag: 4; CHRM4 antagonist: -3; M1 ag: -2; TAAR1 agonist: 11; M1 antag: -10; M1 PAM: -3

How did CC(=O)Nc1nc(C(=O)Nc2c(C)n[nH]c2C)cs1 do in these assays?
CHRM4 agonist: -1; CHRM5 agonist: 0; M5 PAM: 2; M5 antag: -4; CHRM4 antagonist: 2; M1 ag: 2; TAAR1 agonist: 4; M1 antag: -6; M1 PAM: 8

How did NC(=S)N(c1ccccc1)c1ccccc1 do in these assays?
CHRM4 agonist: 1; CHRM5 agonist: 1; M5 PAM: 6; M5 antag: -2; CHRM4 antagonist: 4; M1 ag: -4; TAAR1 agonist: 5; M1 antag: 13; M1 PAM: -5

Results for COc1cccc(NC(=O)CN(C)C(=O)c2c(C)noc2C)c1 ?
CHRM4 agonist: 2; CHRM5 agonist: 2; M5 PAM: -7; M5 antag: 1; CHRM4 antagonist: 7; M1 ag: -1; TAAR1 agonist: 3; M1 antag: -3; M1 PAM: -2

What do the screens show for `O=C(CCn1nnc2ccccc21)Nc1nnc(COc2ccc(F)cc2)s1`?
CHRM4 agonist: 1; CHRM5 agonist: -1; M5 PAM: 4; M5 antag: 0; CHRM4 antagonist: -2; M1 ag: -2; TAAR1 agonist: 9; M1 antag: -11; M1 PAM: 8

How did O=c1nc(N/N=C/c2ccccn2)cn[nH]1 do in these assays?
CHRM4 agonist: 0; CHRM5 agonist: -2; M5 PAM: 0; M5 antag: -10; CHRM4 antagonist: -16; M1 ag: -2; TAAR1 agonist: 6; M1 antag: -15; M1 PAM: 10

What do the screens show for `COC(=O)C(F)(F)Sc1c(C)[nH]c2ccccc12`?
CHRM4 agonist: 1; CHRM5 agonist: 4; M5 PAM: 4; M5 antag: 0; CHRM4 antagonist: -9; M1 ag: 0; TAAR1 agonist: -2; M1 antag: -12; M1 PAM: 2

How did COC(=O)c1[nH]c2cc(OC)ccc2c1NC(=O)CCN1CCN(c2ccccc2)CC1 do in these assays?
CHRM4 agonist: 2; CHRM5 agonist: -2; M5 PAM: -6; M5 antag: -1; CHRM4 antagonist: 6; M1 ag: -4; TAAR1 agonist: 2; M1 antag: -4; M1 PAM: 7

What do the screens show for `CC1=NNC(=O)C1CCC(=O)N/N=C\c1ccccc1[N+](=O)[O-]` (stereo unspecified)?
CHRM4 agonist: 1; CHRM5 agonist: 1; M5 PAM: -1; M5 antag: 1; CHRM4 antagonist: 6; M1 ag: -4; TAAR1 agonist: -1; M1 antag: -5; M1 PAM: 3

What do the screens show for `Cc1ccc(N2CCC(N3CCN(C4CCCCC4)C(CCO)C3)CC2)cc1` (stereo unspecified)?
CHRM4 agonist: 1; CHRM5 agonist: -5; M5 PAM: -6; M5 antag: 14; CHRM4 antagonist: 10; M1 ag: -10; TAAR1 agonist: 2; M1 antag: 2; M1 PAM: 3

How did COc1ccc(C(=O)Nc2ccc(S(=O)(=O)N3CCCC3)cc2)c(OC)c1 do in these assays?
CHRM4 agonist: 4; CHRM5 agonist: -3; M5 PAM: 0; M5 antag: -5; CHRM4 antagonist: 4; M1 ag: -7; TAAR1 agonist: 6; M1 antag: -2; M1 PAM: 6

How did Cn1c(CNC(=O)c2ccco2)nnc1SCC(=O)Nc1ccc(Cl)cc1 do in these assays?
CHRM4 agonist: 11; CHRM5 agonist: -2; M5 PAM: -7; M5 antag: 14; CHRM4 antagonist: -13; M1 ag: -3; TAAR1 agonist: 2; M1 antag: -10; M1 PAM: 9

Results for Cc1cccc(Cl)c1NC(=O)N1CCCN(c2ncccc2[N+](=O)[O-])CC1 ?
CHRM4 agonist: 1; CHRM5 agonist: -6; M5 PAM: 2; M5 antag: 6; CHRM4 antagonist: -9; M1 ag: -1; TAAR1 agonist: 0; M1 antag: -12; M1 PAM: 7

What do the screens show for `COCCNC(=O)c1cccc2c1-c1ccccc1C2=O`?
CHRM4 agonist: 0; CHRM5 agonist: -2; M5 PAM: 1; M5 antag: 5; CHRM4 antagonist: 2; M1 ag: -4; TAAR1 agonist: 3; M1 antag: -4; M1 PAM: 6

How did O=C(NC1CCCCC1)N1CCN(Cc2ccco2)CC1 do in these assays?
CHRM4 agonist: 0; CHRM5 agonist: -1; M5 PAM: 0; M5 antag: -4; CHRM4 antagonist: 9; M1 ag: -8; TAAR1 agonist: 4; M1 antag: -9; M1 PAM: 13

What do the screens show for `C#CCn1c(O)c(N=NC(=O)CNC(=O)/C=C/c2ccccc2)c2ccccc21`?
CHRM4 agonist: 0; CHRM5 agonist: -3; M5 PAM: 6; M5 antag: 1; CHRM4 antagonist: 7; M1 ag: -13; TAAR1 agonist: -3; M1 antag: -8; M1 PAM: 4

Only part of the results is shown; count on the stated rates, not on these rows.
